# High-throughput results from PubChem BioAssay.
# 12-LOX inh: Primary qHTS assay for inhibitors of human arachidonate 12S-lipoxygenase (ALOX12): Round 2; Polyunsaturated fatty acid lipoxygenase ALOX12 (Homo sapiens), P18054; purified 12hLO, xylenol orange hydroperoxide absorbance; Potency, µM (titrated, usually from 108 µM), without a hit: at the highest dose activity change, negative = inhibition, hits mostly inhibitors; 580,000 tested, 1.1% active; AID 1671190, 2021; active = well fitted inhibition curve with a large enough effect; inconclusive = small, poorly fitted or top-dose-only effect, or another doubt; inactive = no such curve, though single readings can be large or run the other way
# Target sequence (P18054 whole entry, looked up): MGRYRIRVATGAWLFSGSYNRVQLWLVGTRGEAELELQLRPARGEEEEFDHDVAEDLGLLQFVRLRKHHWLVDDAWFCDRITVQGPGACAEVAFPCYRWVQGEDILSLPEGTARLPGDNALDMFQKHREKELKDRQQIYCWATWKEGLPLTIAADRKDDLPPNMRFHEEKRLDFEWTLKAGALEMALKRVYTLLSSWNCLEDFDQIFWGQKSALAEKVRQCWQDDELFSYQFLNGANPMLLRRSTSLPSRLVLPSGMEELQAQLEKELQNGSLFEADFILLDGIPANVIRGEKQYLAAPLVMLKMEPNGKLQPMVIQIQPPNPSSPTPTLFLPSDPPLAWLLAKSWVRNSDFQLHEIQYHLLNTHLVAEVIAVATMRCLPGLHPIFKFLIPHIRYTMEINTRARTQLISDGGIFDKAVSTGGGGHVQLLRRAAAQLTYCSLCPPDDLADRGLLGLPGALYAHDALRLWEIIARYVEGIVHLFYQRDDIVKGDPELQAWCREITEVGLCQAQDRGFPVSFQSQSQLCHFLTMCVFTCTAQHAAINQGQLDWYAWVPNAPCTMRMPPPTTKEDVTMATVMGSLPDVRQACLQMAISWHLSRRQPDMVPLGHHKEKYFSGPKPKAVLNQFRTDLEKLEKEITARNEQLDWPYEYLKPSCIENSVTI
#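 Purified human 12hLO at 150 nM in 25 mM Hepes, 0.01% Triton X-100, pH 7.0, preincubated 15 min at room temperature with compound. Reaction started with 40 uM arachidonic acid, 30 min at room temperature. Hydroperoxide measured by Fe-xylenol orange, 573/405 nm absorbance ratio.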
# * = called active by the depositor; ? = inconclusive; [ ] = remark or other dose. % is scaled to controls: 0 for no effect and ±100 for the full control effect; potency is read from the fitted curve at half-maximal effect.
SMILES,12-LOX inh
O=C1Nc2ccc(-c3ccc4c(c3)OCO4)cc2C(=O)N2CCN(C(=O)NC3CCCCC3)C[C@H]12,?
CC(C)(CN1CCOCC1)NC(=O)c1csc2nc(-c3ccc(F)cc3)cn12,15%
CCC(C)(C#N)NC(=O)c1ccc2c(c1)CCC2 (stereo not drawn),?
O=C(CSc1nnc(-c2c[nH]c3ccccc23)o1)N1CCCC1,-18%
CCCCCC(=C/c1ccccc1)/C=N/Nc1nncc2ccccc12,-1%
O=C(Cc1ccc([N+](=O)[O-])cc1)Nc1ccc2oc(C3CC3)nc2c1,0%
CN(CCc1nc2ccc(Cl)cc2[nH]1)c1cc(C2CC(O)C2)nc(N)n1 (stereo not drawn),69%[activator]
COCCC(=O)N[C@H]1CC[C@]2(C)CC[C@@H]([C@H](C)C(=O)N3CCCC3)[C@H](O)[C@H]2[C@@H]1C,49%[activator][176 µM]
O=[N+]([O-])c1cc(NS(=O)(=O)c2cc(Cl)sc2Cl)ccc1F,?
CN(Cc1ccccc1C(F)(F)F)C(=O)Cc1ccccn1,70%[activator][176 µM]

# Retrieved by compound from the list above:
SMILES,12-LOX inh
O=C(CSc1nnc(-c2c[nH]c3ccccc23)o1)N1CCCC1,-18%
O=C(Cc1ccc([N+](=O)[O-])cc1)Nc1ccc2oc(C3CC3)nc2c1,0%
CCCCCC(=C/c1ccccc1)/C=N/Nc1nncc2ccccc12,-1%
O=C1Nc2ccc(-c3ccc4c(c3)OCO4)cc2C(=O)N2CCN(C(=O)NC3CCCCC3)C[C@H]12,?
COCCC(=O)N[C@H]1CC[C@]2(C)CC[C@@H]([C@H](C)C(=O)N3CCCC3)[C@H](O)[C@H]2[C@@H]1C,49%[activator][176 µM]
CN(Cc1ccccc1C(F)(F)F)C(=O)Cc1ccccn1,70%[activator][176 µM]

# Additional entries.
SMILES,12-LOX inh
O=C1NCCCCCCN[C@H]2C[C@H](C(=O)N3CCc4ccccc4C3)C[C@@H]12,41%[activator]
COc1ccc(CCC(=O)N2CCC3(CC2)C(=O)N(C)c2ccccc23)cc1,15%
CNC(=O)N1CCC(Cc2ncc(C)n2C2CC2)C1 (stereo not drawn),12%
CCCNc1c(NC(=O)NCCc2ccccc2)c(=O)oc2ccccc12,-1%
Cc1ccc2c(c1)N(CCCC(=O)N1CCc3c(nc4cc(-c5ccccc5)[nH]n4c3=O)C1)C(=O)CO2,40%[activator]
CC(C)NC(=O)C1CCC(=O)N1C1CCN(C(=O)c2cc(F)cc(F)c2)CC1 (stereo not drawn),23%
CN(Cc1ccccc1)C(=O)c1cc(=O)c2ccccc2o1,19%
Cc1cccc(NC(=O)Cn2c(N3CCc4ccccc4C3)nc(C)cc2=O)c1,?
Cc1cccc(-n2cc(CN(C)C(C)c3ccon3)c(-c3cccc(F)c3)n2)c1 (stereo not drawn),-2%
CC1CCCN(C(=O)C2CCCN(c3cnc4nccnc4c3)C2)C1 (stereo not drawn),1%
Cc1nccn1CCNC(=O)c1ccc(CC2CCN(S(C)(=O)=O)CC2)cc1,31%[activator]
CNC(=O)Cn1ccc2cc(S(=O)(=O)N3CCCCC3)ccc21,?
COc1ccc(Cl)cc1NC(=O)[C@H]1C[C@@H]2CCCN2[C@]12C(=O)Nc1c(Cl)cc(C)cc12,?
CCCCC(=O)NC1(C(F)(F)F)C(=O)N(Cc2ccccc2)C(C)=C1C(C)=O (stereo not drawn),-1%
O=C(c1n[nH]c2c1CCCC2)N1CCC2(CC1)N=C(c1ccccc1)NO2,41%[activator]
CC1(CCC(=O)N2CCC(Oc3ccccc3F)(C(=O)O)CC2)CC1,9%
Fc1ccc(-c2noc3nc(NCC4CCCO4)ccc23)cc1 (stereo not drawn),-20%
O=C(COCc1cc(-c2ccc3c(c2)OCO3)on1)NC1CCCC1,-27%
CCNC(=O)[C@H]1CCC[C@H]1NC(=O)c1ccc(OC)cc1,53%[activator]
Cc1c(C(C)NC(=O)Cn2ccc(=O)[nH]c2=O)cnn1-c1ccc(F)cc1F (stereo not drawn),37%[activator]
CCCNC(=O)C(NC(=O)c1cccc(OC)c1)C1CCN(C(=O)c2ccccc2F)CC1 (stereo not drawn),46%
O=C(Cc1ccc(Cl)cc1)NC1C2CC3CC(C2)CC1C3 (stereo not drawn),?
O=C(CSc1nnc2ccc(-c3ccncc3)nn12)N1CCN(c2ccccc2)CC1,?
O=C(c1cccs1)N(Cc1cccs1)C1CC1,-23%
COCCC(=O)N[C@@H]1CN(c2ccncn2)C[C@H]1CN(C)C,41%[activator]
Cc1cc(C)c(C)c(S(=O)(=O)NCCC(=O)Nc2nccs2)c1C,0%
C=CCNC(=O)N1CCOC(CN(CC(C)C)C(=O)c2ccc(OC)c(OC)c2)C1 (stereo not drawn),32%[activator]
COc1ccc(C)cc1NC(=O)C(=O)c1c[nH]c2ccccc12,-22%
CC(C)CCN1CCC2(C1)C(=O)N(c1ccccc1)c1ccccc12 (stereo not drawn),9%[6.33 µM]
COc1cc(-c2nc3n(n2)C(c2ccccc2)C2=C(CCCC2=O)N3)cc(OC)c1OC (stereo not drawn),?
O=C(NCC(c1ccco1)N1CCCCC1)c1cc2ccccc2oc1=O (stereo not drawn),-1%
CCCN1CCN(c2nnc(-n3cccc3CN3CCN(C4CCCCC4)CC3)s2)CC1,20%
CN1CC(=O)N(C2CCNCC2)Cc2c(NCCN3CCOCC3)ncnc21,?
CCS(=O)(=O)N(C1CC1)C1CCOC2(CCN(C(=O)Cc3ccccc3)CC2)C1 (stereo not drawn),47%[activator]
CC(C)CNc1nc(C(=O)Nc2nnc(C(C)C)s2)cs1,5%
O=C(N[C@@H]1CCN(C(=O)c2n[nH]c3c2CCC3)C[C@H]1O)c1cccnc1,-24%
CC(C)CC(=O)N1CC(c2nnc(-c3ccncc3)o2)C2(CCOCC2)C1 (stereo not drawn),35%[activator]
CN(CC(=O)Nc1ccc2c(c1)OC1(CCCCC1)O2)Cc1cccs1,-3%
Cc1ccc2oc(=O)c(S(=O)(=O)c3ccc(F)c(C)c3)cc2c1,3%
O=C(c1cc2ccccc2oc1=O)N1CCN(S(=O)(=O)c2ccc(F)cc2)CC1,?
Cc1ccccc1-n1nc(-c2c(C)nc3scc(CC(=O)NCC(C)C)n3c2=O)cc1C,5%
CN(C)C[C@@H]1CN(Cc2ccccn2)C[C@H]1NC(=O)c1c[nH]c2ccccc12,49%
NC(=O)c1ncn([C@@H]2O[C@H](C(=O)N[C@H](Cc3c[nH]c4ccccc34)C(=O)NCC(=O)N3CCCCC3)[C@@H](O)[C@H]2O)n1,-3%
COc1ccc(Nc2cc(C)nc(N3CCN(C(=O)Nc4cc(C)ccc4C)CC3)n2)cc1,-13%
CCOC(=O)Cc1csc(NC(=O)c2nc(C)n(-c3ccc(Cl)cc3)n2)n1,40%[activator]
O=C(Nc1c(C(=O)N2CCC(N3CCCCC3)CC2)oc2ccccc12)C1CC1,?
Cc1ccccc1CN1C[C@@H](CO)[C@H](c2nc(-c3ccncc3)no2)C1,30%[activator]
CN1CC(c2ccccc2)CC2(CCN(C(=O)C3CCOCC3)CC2)C1 (stereo not drawn),49%[activator]
O=C(NC1CCCCC1)c1ccccc1-c1ncc(-c2ccccc2F)o1,15%
COCCN1CCC(CN(Cc2ccncc2)C(=O)c2scnc2C)CC1,24%
# (cont.)
SMILES,12-LOX inh
COC(=O)N(C)Cc1ccc(F)cc1,55%[activator][176 µM]
CC1CCC(C(C)C)C(OC(=O)COC(=O)c2ccc3c(c2)OCO3)C1 (stereo not drawn),-22%
Cc1noc(C)c1S(=O)(=O)N1CCC2(C1)N=C(c1ccccn1)C(=O)N2 (stereo not drawn),106%[activator]
CCNC(=O)N[C@H]1[C@H](O)[C@H](O)C[C@@H]1c1cncnc1,12%[176 µM]
Nc1cncc(-c2nccc(N3CCC(O)CC3)n2)c1,92%[activator]
CN1CC(=O)N(C2CCNC2)Cc2c1ncnc2N1CC[C@H](N(C)C)C1 (stereo partly drawn),-23%[6.33 µM]
CC1CCN(c2nc(SCCO)c(C#N)c3c2CCCC3)CC1,?
CC(C(N)=O)N(C)Cc1ccc(C(=O)NCC(F)(F)F)cc1 (stereo not drawn),85%[activator]
COc1cccc(-c2nc3cnccn3c2NCCC(=O)N2CCN(C(C)C)CC2)c1,-16%
O=C1CCN(C(=O)c2ccoc2)CCCCCCN1,70%[activator]
O=C1NC2(CCN(S(=O)(=O)c3ccc(F)cc3)CC2)N=C1c1cccs1,5%
CN(C1CCSCC1)C1CCc2nn(C)c(=O)n2CC1 (stereo not drawn),32%[activator]
O=C(N[C@H]1CCN2C(=O)N(c3ccc(OC(F)(F)F)cc3)C(=O)[C@@H]2C1)c1cnccn1,50%[activator][176 µM]
O=C1COc2ccc(N3CCOCC3)nc2CN1Cc1ccc(F)cc1,44%[activator][176 µM]
Cc1noc(C)c1-c1cc2cc(C(C)C)oc2c(N2CCN(C)CC2)n1,-13%[176 µM]
CCCc1c(C(=O)OCC)[nH]c2c1C(=O)CC(c1ccc(F)cc1)C2 (stereo not drawn),-21%
O=C(c1ccc(F)cc1)N(C1CCCC1)C1CC1,-3%
Cc1cn2nnc(C(=O)NCc3ccc4c(c3)OCO4)c2c(=O)[nH]1,20%
CC(=O)Nc1ccc(NC(=O)CC2C(=O)Nc3nc(C)nn32)cc1 (stereo not drawn),-1%
CNc1ccnc(N2CCCC(CO)(Cc3ccc(F)cc3)C2)n1 (stereo not drawn),?
CC(C)(CNC(=O)C1CCN(c2nc3ccccc3o2)CC1)N1CCCCC1,16%
Cc1cnc(C2CC2)n1C1CCCN(C(=O)CC(C)C)C1 (stereo not drawn),30%[activator]
Cn1nccc1CN1CCC2(CC1)CC(=O)N(c1ccccc1)c1ccccc1O2,6%
COC(=O)[C@]1(C#N)CC(=O)N([C@H](C)[C@@H](O)c2ccccc2)[C@@H]1c1ccccc1,8%
CCN1CCCC1CNC(=O)c1cc2ccccc2oc1=O (stereo not drawn),2%
O=C(Nc1ccc(S(=O)(=O)N2CCCCCC2)cc1)c1csnn1,?
Cc1ccc2nc(NC(=O)c3nn(C(C)C)c(=O)c4ccccc34)sc2c1,4%
Cc1ccc(/C=C/c2ccc3cc(C)ccc3n2)cc1,?
O=C(O)C1CNCCN(Cc2ccc(-c3nn[nH]n3)cc2)C1 (stereo not drawn),50%[activator]
Cc1ccc(Cl)cc1N1CCN(c2cc(C3CC(O)C3)ncn2)CC1 (stereo not drawn),68%[activator]
Cc1nc(-c2ccncc2)ncc1C(C)NC(=O)C1=NN(C)C(=O)CC1 (stereo not drawn),46%[activator]
CC(=O)N(C)C1CCCc2ccccc21 (stereo not drawn),66%[activator][176 µM]
O=C(CSc1nc2ccc(NC(=O)c3ccc(F)cc3)cc2s1)NC1CCCCC1,4µM*
CS(=O)(=O)N1CCCN(C(=O)c2ccc(C#N)cc2)CCNC(=O)CC1c1ccccc1 (stereo not drawn),6%
Cc1c(C(=O)O)oc2c(C)cccc12,?
COC(=O)CNC(=O)c1cc(-c2ccccc2OC)c2nncn2n1,-4%[6.33 µM]
CC(=O)Nc1cccc(-c2ccnc(-c3nnc(C)n3-c3ccccc3)c2)c1,-11%[176 µM]
CCOC(=O)C1=C(N)Oc2c(oc(CO)cc2=O)C1c1cc(Cl)ccc1Cl (stereo not drawn),?
Cc1csc(NC(=O)C2CC(=O)N(c3n[nH]c4cc(Br)ccc34)C2)n1 (stereo not drawn),4%
Cc1nc2cccnc2n1CC1CCCN(S(=O)(=O)c2ccccc2)C1 (stereo not drawn),51%[activator]

# 3 compounds already listed, arranged by SMILES length, descending.
SMILES,12-LOX inh
Cc1csc(NC(=O)C2CC(=O)N(c3n[nH]c4cc(Br)ccc34)C2)n1 (stereo not drawn),4%
COC(=O)CNC(=O)c1cc(-c2ccccc2OC)c2nncn2n1,-4%[6.33 µM]
CC(=O)N(C)C1CCCc2ccccc21 (stereo not drawn),66%[activator][176 µM]

# Following part.
SMILES,12-LOX inh
CCOC(=O)CN1C(=O)[C@]2(OCCC=C[C@H]2C)c2cc(OC)ccc21,14%
Cc1cccc(C)c1Nc1ncnc2sccc12,-14%
Cn1c(SCC2CCCO2)nnc1C1CCN(Cc2ccccc2O)CC1 (stereo not drawn),0%
COc1ccc(C(=O)N2CCC3(CC2)N=C(c2ccc(Br)cc2)NO3)cc1OC,4%
CC(=O)Nc1ccc(CN2CCCC3(CNS(=O)(=O)c4cccnc4O3)C2)cc1 (stereo not drawn),0%[6.33 µM]
Cc1ccc(NC(=O)N2CCC(CCNC(=O)C3(c4ccccc4)CC3)CC2)cc1F,0%
CC(=O)N1CCC[C@H]1C(=O)N1CCc2c(cnc(C)c2CNC(=O)/C=C/c2cccs2)C1,-5%
Brc1ccc(-c2noc(C(c3ccccc3)c3ccccc3)n2)cc1,-31%
COC(=O)C1=C(C)N(Cc2ccc(F)cc2)C(=S)NC1c1cccc(Br)c1 (stereo not drawn),?
Cc1cccc(C)c1NC(=O)CN(C)C(=O)CNC(=O)c1ccc2c(c1)OCO2,3%
CCCCN1CC(C(=O)Nc2ccc(C(=O)Nc3ccccc3F)cc2)CC1=O (stereo not drawn),12%
COc1ccc2cnn(CC(=O)Nc3cccc(Br)c3)c(=O)c2c1OC,3%

# Compounds above with a CF3 group, in the order listed:
SMILES,12-LOX inh
CN(Cc1ccccc1C(F)(F)F)C(=O)Cc1ccccn1,70%[activator][176 µM]
CCCCC(=O)NC1(C(F)(F)F)C(=O)N(Cc2ccccc2)C(C)=C1C(C)=O (stereo not drawn),-1%
CC(C(N)=O)N(C)Cc1ccc(C(=O)NCC(F)(F)F)cc1 (stereo not drawn),85%[activator]
O=C(N[C@H]1CCN2C(=O)N(c3ccc(OC(F)(F)F)cc3)C(=O)[C@@H]2C1)c1cnccn1,50%[activator][176 µM]

# Only part of the results is shown; rates above refer to the full screens.
